Screens deposited in PubChem by National Center for Advancing Translational Sciences (NCATS).
CHX counter = affects cycloheximide protein synthesis inhibition readout, counter-screen | cell reporter, cycloheximide protein synthesis inhibition counterscreen | max response, % | actives 12% (n = 300,000); in the data active = max response mostly above about 13%, no sharp cut-off; inactive = mostly below about 14%; also: read at 38.3 µM for the half of the compounds with a filed dose; 0% is about no effect
Pf growth 96h = inhibits malaria parasite growth, 96 h. AID 504834. Potency, µM (doses to about 28.7 µM), for the others: top-dose activity change, negative = inhibition, most hits filed as inhibitors. P. falciparum luciferase reporter growth, 96 h. actives 6.9% (n = 320,000); also: potency is read from the fitted curve at half-maximal effect; % is scaled to controls: 0 for no effect and ±100 for the full control effect
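Two-generation exposure (96 h) targets delayed-death phenotype. Reporter parasites carrying integrated firefly luciferase, in red cells at 2% hematocrit and 0.05% parasitemia final, kept at 37 C, 5% CO2; luminescence loss indicates inhibition.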
Shiga inhibitor = blocks Shiga toxin action in Vero cells; Vero cells, Shiga toxin protein synthesis inhibition reporter; inhibition, % at 38.7 µM; actives 9.2% (n = 290,000); AID 2315; in the data active = inhibition mostly above about 28%, no sharp cut-off; inactive = mostly below about 43%; also: 0% is about no effect
Pf growth 48h = P. falciparum growth inhibition at 48 hours (one generation). P. falciparum luciferase growth in erythrocytes, 48 h. Potency, µM (doses to about 28.7 µM), inactives show at the highest dose activity change, negative = inhibition, hits mostly inhibitors. actives 5.9% (n = 310,000). AID 504832; also: potency is read from the fitted curve at half-maximal effect; % is scaled to controls: 0 for no effect and ±100 for the full control effect
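Luminescence readout; reporter = integrated firefly luciferase in P. falciparum. RBC culture at 2% hematocrit, 0.1% parasitemia final, 37 C/5% CO2; decreased signal taken as growth inhibition.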
HCV inhibitor = blocks hepatitis C virus; Potency, µM (highest dose often 41.8 µM), inactives show at the highest dose activity change, negative = inhibition, usual class: inhibitors; Huh7.5.1 HCVcc-Cre infection, luciferase reporter, 44 h; actives 3.4% (n = 340,000); also: potency is read from the fitted curve at half-maximal effect; % is scaled to controls: 0 for no effect and ±100 for the full control effect
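1,000 cells/well; 4 h culture; + compound; + HCVcc-Cre (~0.5 moi); 44 h; luciferase substrate, RT 15 min; read 15 sec.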
Giardia FBPA inh = Giardia lamblia aldolase inhibition; purified Giardia FBPA; A8B2U2; actives 0.71% (n = 290,000); Potency, µM (series often up to 59.6 µM), inactives show at the highest dose activity, negative = inhibition, most hits filed as inhibitors; also: potency is read from the fitted curve at half-maximal effect; % is scaled to controls: 0 for no effect and ±100 for the full control effect; nearly all actives have a fitted effect of over 55% in size
Target sequence (A8B2U2 whole entry, looked up): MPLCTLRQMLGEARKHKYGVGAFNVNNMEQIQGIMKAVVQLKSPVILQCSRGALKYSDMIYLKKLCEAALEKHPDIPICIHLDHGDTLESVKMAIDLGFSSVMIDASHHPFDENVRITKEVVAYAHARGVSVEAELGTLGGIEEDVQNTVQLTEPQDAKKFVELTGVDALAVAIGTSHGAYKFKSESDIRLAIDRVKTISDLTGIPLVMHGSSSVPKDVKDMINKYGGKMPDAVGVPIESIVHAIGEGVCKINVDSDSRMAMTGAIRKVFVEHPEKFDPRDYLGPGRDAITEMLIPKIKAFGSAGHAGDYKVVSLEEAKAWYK
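40 nM FBPA preincubated 10 min at RT with compound (up to 57.5 uM final), then substrate plus GAPDH/TPI/NAD/arsenate coupling and diaphorase/resazurin added. Fluorescence read after 20 min at RT, 525/598 nm.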
Active calls of the source: *; i = inactive; ? = inconclusive; . = no result given; & = joins results of further samples; [ ] = remark or other dose. Unless noted, calls follow the shape of the dose curve; as a rule, active = well fitted curve in the direction sought with a large enough effect; inconclusive = small, poorly fitted or top-dose-only effect, or another doubt; inactive = no such curve, though single readings can be large; an effect the other way counts as inactive or inconclusive. Not a hit list; about 24% have a hit in one of these screens.

SMILES | CHX counter | Pf growth 96h | Shiga inhibitor | Pf growth 48h | HCV inhibitor | Giardia FBPA inh
CS/C(Nc1cc(Cl)ccc1Cl)=C(/C#N)C(=O)c1ccco1 | 13 | 5.9µM* | 25 | 3.3µM* | -11% | -10%
O=C(CC1C(=O)NCCN1Cc1ccc(-c2ccccc2)cc1)NCCCn1ccnc1 (configuration not stated) | 2 | -17% | 7 | -18% | 13% | 0%
CC(C)Nc1nnc(SCC(=O)N2CCN(C(=O)c3ccco3)CC2)s1 | . | -17% | . | -5% | 10% | .
Cn1c(=O)c2c(ncn2CCOc2ccc(F)cc2)n(C)c1=O | -1 | -21% | 20 | 2% | ? | 4%
CCn1cc(C(=O)NCCCN2CC(C)CC(C)C2)c(=O)c2cc(S(=O)(=O)N(C)C)ccc21 (configuration not stated) | -2 | ? | -11 | . | 0% | 11%
COCCCNC(=O)CCS(=O)(=O)Cc1ccc(C)cc1 | -3 | 62%[activator] | -20 | 6% | 3% | 0%
CC1=NN(C(=O)c2ccco2)C(O)(c2ccccc2)C1 (configuration not stated) | 45* | ? | 80* | ? | 11% | -7%
COc1ccc(N=C2SC(C(=O)N3CCN(c4ccc([N+](=O)[O-])cc4)CC3)CC(=O)N2C)cc1 (configuration not stated) | -1 | -18% | 20 | 15µM* | ? | 2%
CCOc1ccc(S(=O)(=O)Nc2cccc(C(=O)N3CCN(C(C)=O)CC3)c2)cc1 | . | 7% | . | ? | 11% | .
O=C(CSc1nnc(C2CCCCC2)o1)N1CCCCC1 | 31* | 30% | 81* | 13% | 6% | 8%
O=C(NC1CCCCCCC1)C1c2ccccc2C(=O)N1Cc1ccco1 (configuration not stated) | 3 | -21% | -6 | ? | -12% | -4%
O=S(=O)(c1cccs1)N1CCN(CCOc2ccccc2)CC1 | . | 10% | . | -22% | ? | .
CCc1cccc(CC)c1NC(=O)c1ccccc1 | -2 | ? | -7 | 1% | 27% | 7%
Cc1cc2oc(=O)cc(-c3ccccc3)c2c(C)c1-c1ccc(OC(F)(F)F)cc1 | 17 | . | i | . | -15%[8.37 µM] | 1%
COc1cc(C(=O)N[C@H](C(=O)Nc2nnc(C3CC3)s2)C(C)C)cc(OC)c1OC | -1 | ? | 22 | ? | -16% | -6%
CN(Cc1nc2ccccc2n1C)S(=O)(=O)c1ccc(Cl)cc1 | -1 | 21% | -17 | -14% | -7% | -2%
O/N=C1/CCSc2ccccc21 | 6 | 214%[activator] | 11 | 27% | 12% | -7%
O=C(Nc1cccc(F)c1)NC1(C(=O)N2CCC(O)CC2)CCCCC1 | -7 | 0% | 5 | 6% | 6% | -5%
Cc1ccc(C(=O)N2CCC(C(=O)Nc3cccc([N+](=O)[O-])c3)CC2)cc1 | 14 | -28% | 10 | 28% | -1% | 4%
CC(C)NC(=O)c1onc(CSc2ccccc2)c1C(=O)O | -3 | 47%[activator] | -29 | 9% | 19% | 5%
COc1ccc(C(=O)NCc2nnc(SCC(=O)N3CCc4ccccc43)o2)cc1OC | -3 | 2% | -11 | 0% | 2%&-1% | 10%
Cc1cc(C)n2nc(SCCCC(=O)c3ccc(F)cc3)nc2n1 | 1 | ? | 20 | -26% | 1% | 0%
COc1ccccc1N1CCN(C(=O)c2cccc(N3C(=O)NC4CC3(C)Oc3c(OC)cccc34)c2)CC1 (configuration not stated) | -1 | -14% | 1 | ? | 26% | .
COC(=O)C1CCN(C(=O)Cc2ccc(C)cc2)CC1 | 18 | 26% | 7 | . | 9% | 3%

Some of these compounds in order of SMILES length, smallest number first:
SMILES | CHX counter | Pf growth 96h | Shiga inhibitor | Pf growth 48h | HCV inhibitor | Giardia FBPA inh
CCc1cccc(CC)c1NC(=O)c1ccccc1 | -2 | ? | -7 | 1% | 27% | 7%
CC(C)NC(=O)c1onc(CSc2ccccc2)c1C(=O)O | -3 | 47%[activator] | -29 | 9% | 19% | 5%
COc1cc(C(=O)N[C@H](C(=O)Nc2nnc(C3CC3)s2)C(C)C)cc(OC)c1OC | -1 | ? | 22 | ? | -16% | -6%

Next section:
SMILES | CHX counter | Pf growth 96h | Shiga inhibitor | Pf growth 48h | HCV inhibitor | Giardia FBPA inh
COc1ccc(Cl)cc1NC(=O)CSc1nnc(COc2ccccc2)n1N | 1 | . | -4 | -17% | ? | 3%
COc1ccc(Cl)cc1C(=O)N/N=C/c1ccc(N2CCOCC2)cc1 | 1 | ? | -34 | -23% | -12% | 2%
CC(=O)N1CCc2ccc(C(=O)CN3CCN(c4cccc(C)c4C)CC3)cc21 | -2 | -16% | -1 | -6% | . | -1%
CCCCC1=CC2=CC(=O)C(C)(OC(=O)CC)C(=O)C2=CN1C1CCCCC1 (configuration not stated) | -3 | 9.3µM* | -7 | ? | 4% | ?
C/C(=N\NC(=O)c1ccccc1)C1C2C=CC(C2)C1(C)C (configuration not stated) | 48* | ? | 91* | 49%[activator] | 29% | 11%
O=C(CSc1ccc2c(c1)OCCO2)NCc1ccccc1 | 18 | -24% | 35 | 17% | -6% | 0%
OC1(C#CCN2CCCC2)c2ccccc2-c2ccccc21 | 1 | ? | -9 | 12µM* | 12% | ?
Cc1ccc(-c2noc(CCC(=O)NCCCN3CCN(c4cccc(Cl)c4)CC3)n2)cc1 | -4 | 41%[activator] | -11 | 9.3µM* | 11µM* | -2%
S=c1nc(-c2csc3c2CCCC3)[nH][nH]1 | -2 | 54%[activator] | 29 | 0% | -11% | 5%
CCOc1ccc(C(CC(=O)O)NC(=O)C2c3ccccc3Oc3ccccc32)cc1 (configuration not stated) | -4 | ? | -6 | -12% | 5% | 19%
O=C(CCCc1ccccc1)Nc1ccnn1C1CCN(Cc2ccc(Cl)cc2)CC1 | -3 | 26% | 15 | ? | ? | .
Cc1c(C(=O)c2ccc(Cl)cc2[N+](=O)[O-])c2ccccn2c1CCC#N | 3 | -29% | -2 | -11% | -18% | 23%

Exported with each value named: 3 of the compounds above
S=c1nc(-c2csc3c2CCCC3)[nH][nH]1
  CHX counter: -2	Pf growth 96h: 54%[activator]	Shiga inhibitor: 29	Pf growth 48h: 0%	HCV inhibitor: -11%	Giardia FBPA inh: 5%
O=C(CCCc1ccccc1)Nc1ccnn1C1CCN(Cc2ccc(Cl)cc2)CC1
  CHX counter: -3	Pf growth 96h: 26%	Shiga inhibitor: 15	Pf growth 48h: ?	HCV inhibitor: ?	Giardia FBPA inh: .
CCCCC1=CC2=CC(=O)C(C)(OC(=O)CC)C(=O)C2=CN1C1CCCCC1 (configuration not stated)
  CHX counter: -3	Pf growth 96h: 9.3µM*	Shiga inhibitor: -7	Pf growth 48h: ?	HCV inhibitor: 4%	Giardia FBPA inh: ?

The results go on:
SMILES | CHX counter | Pf growth 96h | Shiga inhibitor | Pf growth 48h | HCV inhibitor | Giardia FBPA inh
Cn1c(N)c(C(=O)CSc2nn(-c3ccc(F)cc3)c(=S)s2)c(=O)n(C)c1=O | . | ? | . | ? | 7.1µM* | .
Cc1c(/C=N\NC(=O)c2c[nH]c3ccccc23)cnn1C | 15* | 14%[5.75 µM] | 46* | -11% | 13% | 2%
Cc1ccccc1C(=O)N1CCc2ccccc2C1 | 19* | -29% | 43 | -65% | 7% | 15%
CCC(C)(C)NC(=O)C(c1ccc(C)cc1)N(CC1CCCO1)C(=O)CCC(=O)Nc1ccccn1 (configuration not stated) | 2 | 12µM* | -6 | ? | 12% | -8%
CCOC(=O)/C(N=Nc1ccc(C(=O)O)cc1[N+](=O)[O-])=C(\C)O | -1 | 0% | 4 | 8% | 16% | 0%
N/C(=N\OC(=O)COc1cc(Cl)c(Cl)cc1Cl)c1ccncc1 | 10 | 17% | 30 | 79%[activator] | -6% | 8%
COCCCn1c(=O)c2sccc2n(Cc2cccc(C)c2)c1=O | 0 | ? | 7 | ? | 10% | 14%
O=C(COC(=O)c1c(F)cccc1F)Nc1ccccc1OC(F)F | 1 | 15% | 14 | 2% | 0% | 2%
COc1ccc(CCNC(=O)C(=O)NCC2OCCN2C(=O)c2ccc(Cl)cc2)cc1OC (configuration not stated) | 1 | ? | -17 | ? | -5% | .
CCN(CC)S(=O)(=O)c1ccc(C(=O)NCC(c2cccs2)N2CCOCC2)cc1 (configuration not stated) | 1 | ? | -9 | -14% | 6%&-5% | -9%
Cc1cccc[n+]1CCCCCCCCCC[n+]1ccccc1C | -1 | -15% | -17 | ? | ? | -1%
CC(C)(C)NC(=O)C(Cc1ccccc1)NS(=O)(=O)c1cccc2nsnc12 (configuration not stated) | -3 | 91%[activator] | -2 | ? | -1%&17% | 3%
COCCCn1c(SCC(=O)NC2CCCCC2)nnc1-c1ccco1 | -4 | 2.3µM* | 1 | 10% | 8% | -5%
COc1ccc(-c2nc(CNS(=O)(=O)c3cc(OC)ccc3OC)cs2)cc1 | -2 | -7% | -13 | 7% | -13% | -13%
O=C(/C=C/c1ccccc1)NCCS(=O)(=O)N1CCN(c2ccccc2)CC1 | . | 9% | . | 59%[activator] | 7% | .
COc1ccc2nc(C)[nH]c(=O)c2c1 | 2 | 0% | 11 | 8% | -5% | 11%
COCCn1c(=NC(=O)c2ccc(S(=O)(=O)N3CCc4ccccc4C3)cc2)sc2cc(S(N)(=O)=O)ccc21 | -5 | 7.4µM* | -8 | ? | 1% | -5%
Cc1ccc(C(C)C)c(O)c1 | 9 | -7% | 18 | -12% | 39%[activator] | -1%
COc1ccc2cnn(-c3ccc(C)cc3)c(=O)c2c1OC | 102* | 40%[activator] | 153* | . | -15% | -3%
CC(=O)c1ccc(N2CCN(C(=S)Nc3cccc(F)c3)CC2)cc1 | 4 | -17% | 12 | -21% | ? | 6%
COc1cccc(N2CCN(C3OC(=O)c4ccccc43)CC2)c1 (configuration not stated) | -1 | . | 7 | -5% | 2% | -7%
C=CCc1cc(/C=C2/NC(=O)NC2=O)cc(OCC)c1O | -1 | 1µM* | 2 | -4% | -20% | -21%
COc1ccc2nc(Nc3nc4cc5c(cc4s3)OCCO5)sc2c1 | 33* | 0% | 46* | 47%[activator] | 3% | 5%
CCCCCCCCC(C)O (configuration not stated) | -5 | . | -5 | . | . | 7%
NC(=O)CSCc1nc2ccccc2s1 | 84* | -17% | 42 | . | 9% | -16%
CCCCc1ccc(NC(=O)CSc2nc(=O)n(CCCN3CCOCC3)c3c2CCC3)cc1 | . | ? | . | ? | ? | .
C=CCn1c(N)nc2ccccc21 | 1 | 6% | -16 | -6% | 11% | 1%
CCOc1ccc(-n2c(SCc3cc(=O)oc4cc(C)c(C(C)C)cc34)nnc2-c2cccnc2)cc1 | 1 | ? | -7 | ? | ? | 3%
NCCCC[C@H](NC(=O)C1CCNCC1)c1nnc([C@@H](N)CO)o1 | 2 | 34%[activator] | -16 | 55%[activator] | 7% | 2%
CCOC(=O)CC(NC(=O)c1ccccc1)c1ccc(OC)cc1 (configuration not stated) | -10 | ? | -2 | -20% | -9% | 3%
CC(=O)c1ccc(OCCCC(=O)n2nnc3ccccc32)cc1 | -3 | ? | -8 | . | 17% | 1%
N=c1ccn(Cc2ccc(F)cc2)cc1 | -1 | ? | -12 | ? | 4µM* | 4%
CCOC(=O)c1ccc2[nH]c(C)cc(=O)c2c1 | 14 | 8% | 18 | ? | -4% | -1%
Cc1ccc(N(CC(=O)O)S(C)(=O)=O)cc1 | -3 | 9% | -22 | 0% | -1% | 3%
Cc1ccc(N2C(=O)c3cccc4c(N5CCN(C)CC5)ccc(c34)C2=O)c2cccnc12 | -3 | -1% | 2 | -16% | -25% | 15%
COc1ccc(-n2nnc3c(SCC(=O)c4ccccc4)ncnc32)cc1 | 1 | 1.9µM* | -6 | -4% | 10% | 11%
CCOC(=O)C1=C(O)CSC1=Nc1ccccc1 | -3 | 14% | -12 | 31%[activator] | 17% | -3%
CCOc1ccc(NC(=O)c2c[nH]n3c(=O)cc(C4CCN(C(=O)OC(C)(C)C)CC4)nc23)cc1 | 1 | ? | -19 | ? | 4% | -7%
O=C1OCCC1S(=O)(=O)c1ccc2ccccc2c1 (configuration not stated) | -8 | 9% | -18 | 20% | 16% | -2%
